# Rv3671c inh: inhibits the M. tuberculosis serine protease Rv3671c; P9WHR9; inhibition, % at 5.96 µM; hit rate 0.048% among 320,000; AID 2606; in the data active = inhibition above about 38%;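 note: extracellular domain of Rv3671c used as enzyme; 0% = enzyme with DMSO and 100% = no enzyme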
# Target sequence (P9WHR9 whole entry, looked up, the tested form may be a part): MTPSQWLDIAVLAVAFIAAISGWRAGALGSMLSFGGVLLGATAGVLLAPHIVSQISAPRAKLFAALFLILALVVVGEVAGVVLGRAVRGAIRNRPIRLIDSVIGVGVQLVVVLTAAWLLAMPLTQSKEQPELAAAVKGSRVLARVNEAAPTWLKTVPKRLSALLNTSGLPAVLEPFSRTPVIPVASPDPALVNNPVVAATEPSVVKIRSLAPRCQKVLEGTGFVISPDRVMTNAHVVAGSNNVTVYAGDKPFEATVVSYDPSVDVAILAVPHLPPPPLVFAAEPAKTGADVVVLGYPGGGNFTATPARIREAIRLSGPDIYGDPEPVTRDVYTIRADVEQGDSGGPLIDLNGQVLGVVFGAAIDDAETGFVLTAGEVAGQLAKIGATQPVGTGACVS
# PriA SSB inh: K. pneumoniae PriA-SSBct interaction inhibition. AlphaScreen SSBct-PriA binding, biotinylated peptide. inhibition, % at 33 µM. hit rate 0.6% among 430,000. AID 1272365; in the data active = inhibition mostly above about 37%, no sharp cut-off; inactive = mostly below about 20%;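 note: plate controls were negative control peptide for no effect and reference peptide for full effect; strong numbers were not always called active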
# Mtb BioA inh: blocks M. tuberculosis BioA enzyme activity | purified M. tuberculosis BioA enzyme, plate reader | AID 602481 | hit rate 0.096% among 360,000 | inhibition, % at 9.99 µM; in the data active = inhibition above about 40%
# MazF activator: increases E. coli MazEF RNase cleavage of RNA; P0AE70; FAM/BHQ RNA-DNA oligo cleavage fluorescence, 5 h; activation, % at 20 µM; hit rate 0.32% among 350,000; AID 504720; in the data active = activation above about 50%
# Target sequence (P0AE70 whole entry, looked up): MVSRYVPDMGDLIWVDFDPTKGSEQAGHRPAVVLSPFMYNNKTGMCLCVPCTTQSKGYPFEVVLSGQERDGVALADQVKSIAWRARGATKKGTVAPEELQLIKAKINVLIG
# Mtb UGM inh: inhibitors of M. tuberculosis UDP-galactopyranose mutase. hit rate 0.06% among 320,000. P9WIQ1. purified UGM, fluorescence polarization probe displacement. AID 504406. inhibition, % at 10 µM; in the data active = inhibition above about 10%, passing the limit was not always enough
# SARS 3CLpro inh: SARS-CoV 3CLpro protease inhibition; P0C6X7; recombinant SARS-CoV 3CLpro, quenched FRET peptide cleavage; inhibition, % at 6 µM; hit rate 0.14% among 290,000; in the data active = inhibition above about 12%
# GDH-TPI counter: counter-screen for M. tuberculosis FBA inhibitors: GDH-TPI coupled enzymes; GDH-TPI coupled enzyme counterscreen, NADH absorbance; hit rate 1.2% among 360,000; AID 588335; inhibition, % at 4.8 µM; in the data active = inhibition above about 30%;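 note: 0% = DMSO wells and 100% = wells lacking the enzyme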
# FBA Mtb inh: inhibitors of M. tuberculosis fructose-bisphosphate aldolase; P9WQA3; purified M. tuberculosis FBA, fluorescence read-out; hit rate 2.3% among 360,000; inhibition, % at 1 µM; in the data active = inhibition above about 27%;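 note: 0% = vehicle and 100% = reference inhibitor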
# Target sequence (P9WQA3 whole entry, looked up): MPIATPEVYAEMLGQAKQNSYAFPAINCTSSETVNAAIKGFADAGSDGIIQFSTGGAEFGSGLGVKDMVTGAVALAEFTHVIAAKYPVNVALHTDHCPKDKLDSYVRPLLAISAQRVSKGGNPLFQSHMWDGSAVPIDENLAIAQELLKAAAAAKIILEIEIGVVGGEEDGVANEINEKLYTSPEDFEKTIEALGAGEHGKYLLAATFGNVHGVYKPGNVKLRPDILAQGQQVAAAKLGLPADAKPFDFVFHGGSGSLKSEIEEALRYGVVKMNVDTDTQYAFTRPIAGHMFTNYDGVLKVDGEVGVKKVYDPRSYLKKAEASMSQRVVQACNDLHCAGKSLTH
# BH1578 lux ind: induces V. cholerae light production without autoinducers | V. cholerae BH1578 lux reporter, luminescence, 6 h | activation, % at 18.7 µM | hit rate 0.16% among 350,000 | AID 588436; in the data active = activation mostly above about 9.7%, no sharp cut-off; note: not every result past the cut was called active; inactives centre near 0; reference of the scale not given here
# VHR inh abs: inhibitors of human VHR1 phosphatase (DUSP3); inhibition, % at 13.3 µM; recombinant VHR phosphatase, pNPP absorbance; AID 1654; hit rate 0.52% among 290,000; P51452; in the data active = inhibition above about 50%; note: some compounds called inactive have numbers as strong as hits
# Target sequence (P51452 whole entry, looked up): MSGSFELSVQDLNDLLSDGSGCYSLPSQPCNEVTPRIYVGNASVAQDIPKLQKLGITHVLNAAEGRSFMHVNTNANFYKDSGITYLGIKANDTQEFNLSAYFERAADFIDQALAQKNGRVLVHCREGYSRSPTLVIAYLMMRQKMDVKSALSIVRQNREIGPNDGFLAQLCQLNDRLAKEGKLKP
# * = called active by the depositor; i = inactive; nt = not tested or not shown; + = active, no number; & = joins results of further samples; ! = repeats disagree.
SMILES,Rv3671c inh,PriA SSB inh,Mtb BioA inh,MazF activator,Mtb UGM inh,SARS 3CLpro inh,GDH-TPI counter,FBA Mtb inh,BH1578 lux ind,VHR inh abs
CCCC(=O)Nc1ccc2oc(-c3cncc(Br)c3)nc2c1,5.2,-2.6,-1.9,1.5,0.3,1.6,0.0,40.3*,i,-2.1
CCN1CCN(c2ccc(NC(=O)c3ccc4c(c3)[nH]c(=O)n4Cc3ccc(OC)cc3)cc2)CC1,-6.0,19.8,nt,25.4,1.1,-9.0,0.7,1.8,-0.6,10.3
NC(=O)CC(NC(=O)Cc1ccc(Cl)cc1)c1ccc(NC2CC3CCC2C3)c([N+](=O)[O-])c1 (centres undefined),6.8,7.0,-1.3,-18.8,-0.3,-0.8,7.6,0.2,i,13.4
O=C(Nc1nc2ccccc2n1CCN1CCCCC1)c1ccco1,3.5,-5.7,1.4,-3.4,-3.9,-2.1,22.9,8.2,-0.5,21.4
COC(C[C@H]1O[C@H]1[C@H](O)[C@H](C)OCc1ccccc1)OC,nt,-11.3,0.5,6.7,nt,nt,7.8,-2.5,0.4,37.7
Cc1cc(NC(=O)CCCC(=O)N(CC(=O)NC2CCCCC2)c2ccccc2)no1,5.3,-17.5,3.9,6.8,2.7,6.4,-7.0,-3.5,-3.1,-5.4
CCCS(=O)(=O)NCCc1cc2c(OC)ccc(OC)c2[nH]c1=O,-1.6,-2.8,nt,12.4,-1.2,-2.9,1.4,3.5,i,19.7
CCC(=O)Nc1ccc(NC(=S)NC(=O)c2oc3ccccc3c2C)cc1,-1.0,-4.0,-5.5,-7.6,-2.5,-0.8,5.7,3.2,-0.2,27.1
CCN(CC)S(=O)(=O)c1cccc(-c2nnc(SCC(=O)c3cc(C)n(C)c3C)o2)c1,4.2,-8.1,-3.0,-4.9,1.8,0.5,8.7,5.0,-5.0,17.4
CS(=O)(=O)N(CC(N)=O)c1cccc(Br)c1,-10.1,-21.6,nt,5.3,0.3,5.2,2.3,-0.5,i,-8.8
O=C(C1CCC(=O)N1Cc1cccnc1)N1CCN(c2ccc(F)cc2)CC1 (centres undefined),11.6,-6.3,33.7,0.8,1.0,-1.2,13.0,1.3,-0.1,-3.7
COc1cccc(Cn2c(=S)[nH]c3ccc(N4CCOCC4)cc3c2=O)c1,-11.9,-5.2,-1.2,6.2,-0.9,-1.2,-3.2,5.1,i,-9.5
COc1cccc(OC)c1OCCCCN1CCCC1,1.3,-16.5,-0.2,5.3,-1.9,0.0,5.2,-6.9,i,11.3
CCOc1c(Cl)cc(CNc2ccc(S(N)(=O)=O)cc2)cc1OC,3.2,-3.8,nt,4.3,0.8,5.5,5.3,4.9,-3.4,4.2
COc1cc(Cn2c3ccc(NC(=S)NCc4ccc(C)cc4)cc3c(=O)n2C)ccc1F,nt,nt,0.2,nt,nt,nt,6.2,37.6*,-0.4,nt
CCC(C(=O)NC1CCCC1)N(Cc1ccco1)C(=O)CNS(=O)(=O)c1ccccc1 (centres undefined),2.1,-8.8,-0.5,11.6,-3.6,1.8,-9.5,-4.0,-0.5,26.0
COc1nnc(OC)c2ccccc12,8.8,-0.5,-3.6,3.2,-2.6,3.5,-0.4,3.3,0.5,13.0
C=CC[C@@H](CC(=O)N[C@H](CO)Cc1ccccc1)C(=O)N[C@H](COC(=O)[C@@H](CC=C)Cc1ccc(F)cc1)Cc1ccccc1,-7.4,14.2,-2.1,-1.4,0.8,nt,3.1,-2.5,-0.8,nt
CNC(=O)c1c(NC(=O)CCS(=O)(=O)c2ccccc2)sc2c1CCN(C(=O)OC)C2,-2.9,-3.8,nt,4.5,3.3,nt,7.2,2.2,i,nt
COc1ccc(C(=O)CN2CCN(CCN3C(=O)c4cccc5cccc(c45)C3=O)CC2)cc1,-3.0,62.0*!,-0.5,8.4,2.4,nt,45.7*,3.8,-0.7,nt
N#Cc1ccc(CSc2ccccn2)c(Cl)c1,-1.9,-9.0,-1.5,2.7,0.1,-4.3,-8.5,0.3,i,25.2
O=C(COc1cccc(-n2cnnn2)c1)NC1CCCCC1,-2.6,-6.4,1.0,-4.9,1.2,3.1,4.4,3.4,i,22.5
c1ccc2c(-n3cccn3)cccc2c1,-2.4,-36.3,-0.2,-0.4,-1.7,-2.9,0.9,1.1,-0.5,18.2
Cc1oc(-c2ccc(Cl)cc2)nc1CN1CCC(C(=O)NCc2cccnc2)CC1,-3.5,-2.8,nt,6.4,1.9,2.7,12.8,0.7,-5.3,9.6
CC[C@H](C)[C@H]1CNC(=O)C(=O)N1CC1CCN(CC2CCC(C)CC2)CC1 (some centres undefined),nt,-5.1,-0.6,7.0,nt,nt,-7.3,-0.6,i,nt
COC(=O)c1cc(OC)c(OC)cc1NC(=O)C1CCC(=O)N1S(=O)(=O)c1ccc(C)cc1 (centres undefined),1.9,-15.2,nt,4.1,-3.8,-10.5,13.2,-0.3,-10.5,9.9
CCOc1cccc(Nc2ccc([N+](=O)[O-])cn2)c1,-0.9,-7.2,6.3,12.3,-0.6,2.0,22.4,-1.9,-0.6,8.1
CCN(CC)C(=O)Cn1c(=O)n(-c2ccc(CC(=O)NCc3ccccc3)cc2)c(=O)c2sccc21,-6.8,-10.8,-1.5,2.2,0.6,0.6,-6.5,2.6,i,24.9
C=CCn1c(=N)c(C(=O)NCCCOC)cc2c(=O)n3cc(C)ccc3nc21,-1.2,-9.8,-3.6,8.7,-0.2,-1.4,14.4,+,-0.3,25.9
N#C/C(=C\c1ccc[nH]1)C(=O)Nc1ccccc1[N+](=O)[O-],8.2,-3.3,-2.8,2.9,-3.7,1.0,10.4,-1.7,0.5,-5.5
Cc1ccccc1C(=O)NC1CC(C)(C)NC(C)(C)C1,-2.6,1.2,2.7,4.1,0.8,-1.8,8.8,-0.7,i,nt
CC(=O)N(C)c1ccc(NC(=O)Cc2cccc3ccccc23)cc1,-2.6,0.1,-1.4,-1.3,-1.1,nt,3.7,2.0,-5.3,nt
O=C(CN1C(=O)c2ccccc2C1=O)NNC1=NS(=O)(=O)c2ccccc21,0.9,4.1,-3.0,-7.2,2.2,-4.0,0.8,1.3,-0.4,8.2
Cc1cccc(C)c1-n1c(C)nn(CC2CC2)c1=O,-3.0,2.6,-0.4,6.8,0.5,3.2,-7.6,5.4,-6.1,4.2
CCNC(=O)CN(c1ccc(Cl)cc1)S(=O)(=O)c1ccccc1,9.1,-5.8,-2.3,-6.1,1.3,0.9,9.1,-1.6,-0.7,6.5
COc1ccc(CN(C)C(=O)c2cccc(C(=O)N(C)Cc3ccc(OC)cc3)c2)cc1,0.3,1.6,1.9,-1.7,0.6,0.1,3.8,0.2,-0.5,10.4
Cn1ccc(C(=O)Oc2ccc(C(=O)Nc3ccc(F)cc3F)cc2)n1,-2.5,1.6,nt,7.8,0.4,3.8,2.4,0.8,-0.2,8.6
NC(=O)CSc1nnc(-c2ccco2)n1-c1ccc(F)cc1,nt,nt,2.2,-14.7,nt,nt,0.9,-3.6,i,nt
O=C(CSc1nc2c(sc3ccccc32)c(=O)n1Cc1ccco1)NCC1CCCO1 (centres undefined),-15.2,-16.0&-3.0&-3.8,-0.5,-0.9,-3.8,2.5,3.5,-2.0,-3.7,1.8
Cc1cc2cc(CNC(=O)CC(C)C)ccc2n1C,-6.3,-11.1,nt,-0.2,-0.4,-1.9,15.4,1.6,-16.4,55.0*

# Some of the entries so far, with values under each structure.
# Values run as follows: Rv3671c inh, PriA SSB inh, Mtb BioA inh, MazF activator, Mtb UGM inh, SARS 3CLpro inh, GDH-TPI counter, FBA Mtb inh, BH1578 lux ind, VHR inh abs
c1ccc2c(-n3cccn3)cccc2c1
    -2.4, -36.3, -0.2, -0.4, -1.7, -2.9, 0.9, 1.1, -0.5, 18.2
NC(=O)CSc1nnc(-c2ccco2)n1-c1ccc(F)cc1
    nt, nt, 2.2, -14.7, nt, nt, 0.9, -3.6, i, nt
CCOc1cccc(Nc2ccc([N+](=O)[O-])cn2)c1
    -0.9, -7.2, 6.3, 12.3, -0.6, 2.0, 22.4, -1.9, -0.6, 8.1
C=CCn1c(=N)c(C(=O)NCCCOC)cc2c(=O)n3cc(C)ccc3nc21
    -1.2, -9.8, -3.6, 8.7, -0.2, -1.4, 14.4, +, -0.3, 25.9

# Additional records
SMILES,Rv3671c inh,PriA SSB inh,Mtb BioA inh,MazF activator,Mtb UGM inh,SARS 3CLpro inh,GDH-TPI counter,FBA Mtb inh,BH1578 lux ind,VHR inh abs
CCn1c(SCC(=O)NC2CCCCC2)nnc1-c1cccnc1,-1.3,0.8,-0.4,6.3,-4.7,-2.7,-6.3,0.2,i,16.7
Cc1ccccc1-n1nc2c(c1NC(=O)C1CCCC1)CS(=O)(=O)C2,-2.1,-3.0,-0.7,4.6,-1.5,-1.5,11.8,4.9,-0.3,29.4
COc1ccc(CC(=O)OCC(=O)Nc2c(C)n(C)n(-c3ccccc3)c2=O)cc1,11.5,-20.9,1.1,11.3,0.1,-0.5,-5.3,0.8,i,27.4
COc1ccccc1-c1nnc(NC(=O)CCS(=O)(=O)c2ccccc2)o1,-1.2,2.9,-0.7,-0.4,-1.0,3.8,-0.7,0.3,i,-0.2
c1ccc(CN2CCC(CNc3ncnc4ccccc34)C2)cc1 (centres undefined),nt,-3.8,10.1,2.9,nt,nt,11.4,1.4,i,nt
CCCCn1c(SCC(=O)N2CCC(C(=O)OCC)CC2)nc2cc(S(N)(=O)=O)ccc21,3.5,3.2,2.1,0.9,0.7,-6.0,-10.6,-2.7,nt,17.6
O=[N+]([O-])c1ccc(N2CCCC(C(F)(F)F)C2)c2ccncc12 (centres undefined),-1.4,5.0,-0.6,6.5,-3.4,-1.3,8.8,-0.5,-0.6,-12.5
CCCC1(C(=O)OCC)NC(c2ccc(OC)cc2OC)C2C(=O)N(c3ccc4c(c3)OCCO4)C(=O)C21 (centres undefined),-2.2,-2.6,0.4,1.3,0.1,2.9,-1.7,2.3,-2.2,8.7
Cn1ccnc1SC(=O)N1c2ccccc2Sc2ccccc21,-12.2,9.8,1.7,0.2,-2.2,7.5,-1.2,-1.0,i,-2.1
CCOc1ccc(NC(=O)COc2ccc(C(=O)NCCc3ccccc3)cc2)cc1,-2.3,7.8,1.8,-5.7,1.0,2.5,7.6,1.0,i,18.1
O=C(NCCCn1ccnc1)C(=O)NCC1OCCN1S(=O)(=O)c1ccc(Cl)cc1 (centres undefined),4.7,60.9*,-0.5,0.6,-3.0,1.8,-9.3,-2.0,-0.2,-3.6
CCC1(C(=O)c2ccc(C)cc2)C2c3ccccc3OC(=O)C21C(=O)O (centres undefined),-7.4,1.0,-0.6,6.3,4.6,3.8,-5.0,2.2,i,-6.5
COCc1cc(C)nc(NC2CC(C)(C)NC(C)(C)C2)c1C#N,-8.3,-10.7,2.6,6.0,1.9,-1.5,7.1,62.1*,-0.8,9.5
C[C@@H]1CC=C[C@H]2[C@H]1C(=O)N(Cc1ccccc1)[C@H]2c1ccc2ccccc2c1Br,nt,5.3,-0.6,-1.2,nt,nt,-0.9,-0.9,i,27.1
COc1cccc(C2C([N+](=O)[O-])=C(N)Oc3cc(C)oc(=O)c32)c1 (centres undefined),1.8,-7.5,-0.6,-4.3,-1.5,-2.0,6.9,1.5,-0.4,38.8
Cc1ccc(OCC(=O)NCc2cccnc2)cc1,-7.5,-0.3,nt,-0.1,-3.9,0.1,-3.8,0.6,-0.7,0.9
O=C(Nc1ccc2oc(-c3cccnc3)nc2c1)c1ccco1,-8.0,3.3,nt,-2.1,-2.7,-10.3,3.8,29.4*,i,14.7
N#Cc1cccnc1Nc1cccc(Cl)c1,9.4,-0.5,-0.6,-2.4,-4.6,1.9,0.7,-1.6,-0.6,1.7
FC(F)(F)c1cc(-c2ccc(Cl)cc2)nc(NCc2cccnc2)n1,-5.4,-12.9,0.1,-11.0,1.8,-6.3,3.8,1.5,0.4,6.2
CN(C)S(=O)(=O)c1ccc(N2CCCC2)c(C(=O)Nc2ccc(N3CCOCC3)cc2)c1,2.1,-6.8,0.5,5.1,-0.1,4.1,8.8,0.5,-0.2,-4.1

# Compound activity (PubChem)

# An excerpt. The share of hits here may be higher or lower than overall.
